# Screening data deposited in PubChem by University of Kansas High Throughput Screening Laboratory.
# Pf apPOL inh: Pf-apPOL DNA polymerase inhibition; Recombinant Pf-apPOL, molecular beacon fluorescence, 1.5 h; inhibition, % at 10 µM; 210,000 compounds, 0.25% hits
# mHTT-CaM PPI inh: disrupts binding of mutant huntingtin to calmodulin. inhibition, % at 15 µM. 190,000 compounds, 3.6% hits. P42858. AlphaScreen His-mHTT/GST-CaM binding, luminescence;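 also: 0% = both proteins with DMSO and 100% = one protein alone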
# Target sequence (P42858 whole entry, looked up, stated change not applied): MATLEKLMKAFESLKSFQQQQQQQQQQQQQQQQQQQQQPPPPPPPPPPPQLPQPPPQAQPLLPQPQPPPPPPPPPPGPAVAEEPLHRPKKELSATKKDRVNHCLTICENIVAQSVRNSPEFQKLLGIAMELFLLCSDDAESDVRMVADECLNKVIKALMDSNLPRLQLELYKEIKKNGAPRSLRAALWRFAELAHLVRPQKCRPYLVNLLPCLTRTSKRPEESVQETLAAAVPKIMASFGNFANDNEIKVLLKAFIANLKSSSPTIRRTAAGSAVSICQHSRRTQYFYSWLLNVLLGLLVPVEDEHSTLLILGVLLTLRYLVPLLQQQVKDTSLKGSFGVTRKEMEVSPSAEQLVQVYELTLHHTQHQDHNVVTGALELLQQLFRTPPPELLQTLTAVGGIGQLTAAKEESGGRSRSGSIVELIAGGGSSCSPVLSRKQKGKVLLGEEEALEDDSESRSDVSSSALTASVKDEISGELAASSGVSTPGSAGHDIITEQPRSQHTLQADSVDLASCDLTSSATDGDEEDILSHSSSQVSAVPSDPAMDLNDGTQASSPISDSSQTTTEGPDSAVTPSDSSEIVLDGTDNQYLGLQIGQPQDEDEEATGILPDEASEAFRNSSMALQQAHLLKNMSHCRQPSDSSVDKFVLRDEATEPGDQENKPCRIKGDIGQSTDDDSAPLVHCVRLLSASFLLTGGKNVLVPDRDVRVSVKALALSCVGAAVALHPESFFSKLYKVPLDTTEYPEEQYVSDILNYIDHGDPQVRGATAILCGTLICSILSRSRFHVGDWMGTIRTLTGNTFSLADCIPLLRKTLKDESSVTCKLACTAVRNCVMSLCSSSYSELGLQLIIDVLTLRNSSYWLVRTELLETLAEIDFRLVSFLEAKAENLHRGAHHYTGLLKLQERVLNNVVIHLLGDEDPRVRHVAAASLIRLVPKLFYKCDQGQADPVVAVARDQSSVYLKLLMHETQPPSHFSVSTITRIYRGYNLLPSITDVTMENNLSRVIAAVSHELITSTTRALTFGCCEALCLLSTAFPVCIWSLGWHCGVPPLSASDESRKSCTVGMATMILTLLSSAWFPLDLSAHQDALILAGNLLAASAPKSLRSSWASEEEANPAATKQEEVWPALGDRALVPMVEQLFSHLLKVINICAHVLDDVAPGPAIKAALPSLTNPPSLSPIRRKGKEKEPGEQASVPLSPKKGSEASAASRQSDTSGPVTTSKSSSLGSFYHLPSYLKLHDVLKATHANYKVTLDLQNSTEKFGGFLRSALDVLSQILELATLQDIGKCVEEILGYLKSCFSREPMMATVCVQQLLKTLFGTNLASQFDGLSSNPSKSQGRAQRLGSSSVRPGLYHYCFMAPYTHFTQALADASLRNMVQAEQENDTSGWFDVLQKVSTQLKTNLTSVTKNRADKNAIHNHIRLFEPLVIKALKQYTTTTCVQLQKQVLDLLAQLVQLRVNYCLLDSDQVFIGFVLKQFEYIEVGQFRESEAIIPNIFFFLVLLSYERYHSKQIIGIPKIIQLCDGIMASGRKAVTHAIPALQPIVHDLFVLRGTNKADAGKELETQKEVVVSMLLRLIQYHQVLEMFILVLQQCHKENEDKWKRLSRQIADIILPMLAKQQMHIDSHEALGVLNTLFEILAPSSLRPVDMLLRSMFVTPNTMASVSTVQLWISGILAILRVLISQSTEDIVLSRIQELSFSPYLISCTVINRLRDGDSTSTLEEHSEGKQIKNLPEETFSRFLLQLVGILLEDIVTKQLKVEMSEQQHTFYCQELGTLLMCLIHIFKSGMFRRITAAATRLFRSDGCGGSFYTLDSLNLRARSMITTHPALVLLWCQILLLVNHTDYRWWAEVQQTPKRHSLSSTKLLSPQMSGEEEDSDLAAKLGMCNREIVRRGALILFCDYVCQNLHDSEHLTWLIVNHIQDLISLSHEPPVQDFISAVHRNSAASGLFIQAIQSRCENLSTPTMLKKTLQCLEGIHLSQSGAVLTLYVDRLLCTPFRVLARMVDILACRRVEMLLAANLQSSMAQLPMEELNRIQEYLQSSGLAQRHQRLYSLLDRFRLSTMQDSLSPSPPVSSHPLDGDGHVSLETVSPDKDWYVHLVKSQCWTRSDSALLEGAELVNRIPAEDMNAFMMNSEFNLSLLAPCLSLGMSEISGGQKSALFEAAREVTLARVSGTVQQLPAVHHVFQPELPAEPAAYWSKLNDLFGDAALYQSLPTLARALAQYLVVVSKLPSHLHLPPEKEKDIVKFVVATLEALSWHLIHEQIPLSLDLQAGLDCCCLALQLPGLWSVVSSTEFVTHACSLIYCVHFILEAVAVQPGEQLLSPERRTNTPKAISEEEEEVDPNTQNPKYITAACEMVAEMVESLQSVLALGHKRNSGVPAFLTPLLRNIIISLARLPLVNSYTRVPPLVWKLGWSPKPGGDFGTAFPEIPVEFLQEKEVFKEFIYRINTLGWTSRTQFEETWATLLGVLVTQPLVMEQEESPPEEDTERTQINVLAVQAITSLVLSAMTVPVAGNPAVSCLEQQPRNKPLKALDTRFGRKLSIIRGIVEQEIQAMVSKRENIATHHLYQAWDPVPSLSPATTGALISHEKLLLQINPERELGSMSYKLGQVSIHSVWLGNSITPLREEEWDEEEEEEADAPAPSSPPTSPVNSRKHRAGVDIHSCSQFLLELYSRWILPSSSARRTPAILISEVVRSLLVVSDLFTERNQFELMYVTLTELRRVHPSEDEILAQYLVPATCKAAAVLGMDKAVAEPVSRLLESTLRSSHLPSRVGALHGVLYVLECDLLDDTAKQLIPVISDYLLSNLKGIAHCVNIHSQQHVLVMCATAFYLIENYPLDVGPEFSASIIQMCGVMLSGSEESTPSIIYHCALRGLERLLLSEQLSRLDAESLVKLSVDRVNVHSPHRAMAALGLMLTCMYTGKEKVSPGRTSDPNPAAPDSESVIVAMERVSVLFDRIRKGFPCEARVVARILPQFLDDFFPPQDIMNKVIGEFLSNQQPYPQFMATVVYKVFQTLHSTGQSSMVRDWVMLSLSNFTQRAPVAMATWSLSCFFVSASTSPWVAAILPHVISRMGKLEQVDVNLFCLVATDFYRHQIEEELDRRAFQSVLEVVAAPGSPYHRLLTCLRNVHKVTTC
# An asterisk follows results filed as active; . = not tested or not shown; & = joins results of further samples. Rule as the data show it: active = inhibition above about 50%; inactive = the rest.
SMILES,Pf apPOL inh,mHTT-CaM PPI inh
CCc1ccc(C(Nc2ccccn2)c2ccc3cccnc3c2O)cc1 (stereo not given),-2,97*
Cc1ccsc1CN1CCC(C(=O)NCc2ccccc2Cl)CC1,4,0
C=CCn1c(=O)c(C(=O)Nc2nc3ccccc3s2)c(O)c2ccccc21,2,-3
CSc1ccccc1NC(=O)C1CN(c2nc3ccccc3s2)C1,-9,8
CN(C)c1cc(N2CCCC(NC(=O)CCc3ccccc3)C2)ncn1 (stereo not given),-2,-10
Cc1ccc(NC(=O)NC2CCN(c3ccc(C)c(C)c3)C2=O)cc1 (stereo not given),1,-13
COc1ccc(CN2CCCN(C)CC2)c(C)c1C,-4,-8
Cc1ccc(C(=O)N2CCC(c3nc(CNC(=O)C4CCC4)cs3)CC2)cc1C,-7,14
OCCNc1nc2nonc2nc1Nc1ccccc1,-6,0
O=C(NCCc1ccccn1)c1cccc(N2CCNC(c3ccccc3)C2)n1 (stereo not given),-17,16
O=C1c2ccccc2C(=O)C1(c1ccccc1)[N+](=O)[O-],3,2
Cc1nc(N)sc1-c1csc(Nc2cccc(C(=O)O)c2)n1,-2,30
COc1cc(OC)c(NC(=O)CCCc2ccccc2)cc1Cl,2,-9
Cc1cccc(CCNC(=O)c2ccc3c(c2)nc2n3CCC(C)C2)c1 (stereo not given),-3,2
O=C(OCc1ccc(-c2cc(C(F)(F)F)cc(C(F)(F)F)c2)o1)c1ccc2c(c1)CCO2,2,.
CC(C)c1nc(CN2CCCCCC2)cc(=O)[nH]1,-3,1
CC1Oc2ccccc2C=C1C=CC(=O)O (stereo not given),-9&-6,-2
COc1ccc(N2CCN(C(=O)CCSc3ccccc3)CC2)cc1,-11,13
CCCn1c(=O)c(N2CCC(NC(=O)NCc3ccc(F)cc3)CC2)nc2ccccc21,1,1
NS(=O)(=O)c1cccc(C(=O)Nc2ccc([N+](=O)[O-])cc2)c1,2,-5
Cc1cc(C)cc(NC(=O)Cn2c(C)cc(-c3nnc(C)o3)c2C)c1,-5,12
O=C(CN1C(=O)C2CCCN2C(=O)c2ccc(F)cc21)NCc1cc(F)cc(F)c1 (stereo not given),-6,-2
Cc1nc(N2CCCCC2)c2c(C)nn(-c3ccccc3)c2n1,-5,-32
Cc1ccc(N2C(=O)CSC23C(=O)Nc2ccc(Br)cc23)cc1 (stereo not given),-12,29
Fc1ccccc1C1C=C(c2cccs2)Nc2ncnn21 (stereo not given),-4,13
CCOc1ccc(S(=O)(=O)Nc2c(C)cccc2C)c2cccnc12,1,18
O=C(NC1CCCC1)C(c1cc2c(cc1[N+](=O)[O-])OCO2)N1CCN(C2CCCCC2)CC1 (stereo not given),-3,3
Cc1ccc(NS(=O)(=O)c2cccnc2)cc1F,5,1
CCOc1ccccc1C(=O)Nc1cccn2cnnc12,5,13
Cn1c2c(c(=O)n(C)c1=O)C(c1cccc(Cl)c1)C1C(=O)c3ccccc3C1=N2 (stereo not given),-2&1,2&6
Cc1ccc(C)c(-c2csc(NC(=O)c3cc(C)oc3C)c2C(N)=O)c1,-2,2
O=C(Cc1ccc(Cl)cc1)NCC1CCN(c2cc(-c3cccnc3)[nH]n2)CC1,4,31
CN1C(=O)Cc2ccccc2C1C(=O)NCc1cccc(Cl)c1 (stereo not given),-2,-2
CC(C)CCNC(=O)c1cccnc1N1CCNC(c2ccccc2)C1 (stereo not given),0,-5
COc1cc(C2NC(=O)C(C)S2)cc(OC)c1OC (stereo not given),3,-1
Cc1ccc(-c2n[nH]c3c2CNCC3)cc1,-3,0
CC12CCC(C(=O)Nc3cccnc3)(CC1=O)C2(C)C (stereo not given),2,-2
O=C(NNC(=S)NC1CCCCC1)c1ccncc1,-14,.
OCCn1c(SC2CCCCC2)nc2ccccc21,-1,-1
O=C(Nc1ccc(Br)cn1)c1ccc(Cl)cc1[N+](=O)[O-],-2,8
CCOc1ccc(NC2=CC(=NS(=O)(=O)c3ccc(OC)cc3)c3ccccc3C2=O)cc1,0,38
O=C(C1CCN(c2ccncc2)CC1)N1CCN(c2ccccn2)CC1,-1,-2
CC1CCC(N2CC(=O)N(C3CCCC3)C(c3ccc(F)cc3)C2=O)CC1 (stereo not given),-10,-8
CCN(CC)S(=O)(=O)N1CCCC(C(=O)NC(C)C)C1 (stereo not given),-10,1
COc1ccc(-c2nc3cccnc3n2C2CCN(C(=O)Nc3cccc(F)c3)C2)cc1 (stereo not given),-4,7
O=C(c1ccccc1Br)N1CCc2nc[nH]c2C1,1,-25
Cc1ccc(-c2csc3c(=O)n(CC(=O)OC(C)(C)C)cnc23)cc1,-3,-11
CC1(C)CCc2cc(C=NOC(=O)Nc3ccc(Cl)cc3)ccc2O1,-10,.
O=S(=O)(Cc1ccc(Cl)cc1)N1CCC(n2c(-c3ccco3)nc3cccnc32)C1 (stereo not given),-3,2
COc1cc(C(=O)NCCSc2c(C)[nH]c3ccccc23)cc(OC)c1OC,7,16
COc1ccc(CCS(=O)(=O)Nc2ccc(CC(=O)NCc3cccs3)cc2)cc1,10,-14
CC(=O)c1cccc(NC(=O)CSCc2ccccc2)c1,0,1
COc1ccc(-c2coc3c(CN4CCCC(C)C4)c(O)ccc3c2=O)cc1 (stereo not given),-14,6
O=C(CSC1CC(=O)N(c2ccc(C(=O)O)cc2)C1=O)Nc1ccc(Cl)cc1 (stereo not given),-2,1
CCOc1ccc(CNC(=O)c2cc3n(n2)CCCN(Cc2ccccc2)C3=O)cc1,-3,6
Cc1ccc(-c2ncc(NC(=O)Cc3ccccc3F)cn2)cc1,0,-9
Oc1c(Cl)cc(Cl)cc1C=Nc1c(-c2ccco2)nc2ccccn12,-2,64*
CCC(=O)N1CCc2cc(Br)cc(S(=O)(=O)N(CC)c3ccccc3)c21,-8,3
O=C(Nc1ccc(F)c(Cl)c1)c1n[nH]c(=O)c2ccccc12,3,-3
CC1NC(=O)OC1c1ccccc1 (stereo not given),-8,.

# (continued)
SMILES,Pf apPOL inh,mHTT-CaM PPI inh
O=C(CSc1nc(SCC(=O)c2ccccc2)c2ccccc2n1)c1ccccc1,0,.
CC(C)n1nc(-c2nc(-c3cccc(Cl)c3)no2)ccc1=O,0,-6
CC1(C)Cc2ccccc2-c2cc3nc4ccccc4nc3n21,-5,-23
CCN1CCN(C(=O)CNS(=O)(=O)c2ccc(Br)s2)CC1,-28,4
COc1ccc(CCNC(=O)NCC(c2ccsc2)N(C)C)cc1 (stereo not given),-11,-4
Cc1ccc(NC(=O)Cn2ccc3ccc(-c4nnc(C)o4)cc32)c(C)c1,6,38
CCCCCCc1cc2c(=O)c(-c3ccccc3)coc2cc1OC,-7,-4
O=c1cc(O)c2sc3nc(-c4cccs4)cc(-c4cccs4)c3c2[nH]1,-3,19&12
CCOc1ccc(-c2nc(NC(C)=O)c3c(=O)oc4ccccc4c3n2)cc1,-4,-1
CC(C)(C)CC(=O)N1CC(C(=O)N2CCCC2)C(c2ccc(F)cc2)C1 (stereo not given),-3,0
COc1ccc(CSc2nncn2N)cc1,2,-8
O=C(CC1CCCCC1)N1CCC(COc2ccc(C(=O)N3CCCC3)cc2)CC1,3,-2
COc1cccc(C2Oc3c(OC)cccc3C3CC(c4cccs4)=NN32)c1 (stereo not given),-17,42
CCOc1ccc(Cc2nn[nH]n2)cc1,-5,1
O=C(c1ccco1)N1CCC(n2c(-c3ccco3)nc3cccnc32)C1 (stereo not given),2,1
O=C1C(Nc2ccccc2)=CC(c2cccc([N+](=O)[O-])c2)N1c1ccccc1 (stereo not given),10,26
N#CC1=C(N)N(c2ccc(F)cc2)C2=C(C(=O)CCC2)C1c1ccc(F)cc1 (stereo not given),-6,0
CCC(C)(C)C(=O)N1CCCC(c2nc(CCNC(C)=O)cs2)C1 (stereo not given),-5,-6
CC[n+]1c(/C=C/c2ccc(N(C)C)cc2)ccn1-c1ccccc1,0,17
CC(C)c1cccc(N2C=NS(=O)(=O)c3cccnc32)c1,2,-15
Cc1ccn2cc(C(=O)NCCC3=CCCCC3)nc2c1,0,-9
COc1ccccc1CCC(=O)N1CC2CC1CC2NC(=O)c1ccccc1 (stereo not given),-5,5
COc1ccc(C(=O)c2ccc(Cl)cc2)cc1OC,-4,-10
Cc1cc2[nH]c(C(=O)Nc3cccc(Cl)c3C)c(CN3CCOCC3)c2s1,15,36
O=C1NC2(CCN(C(=O)Cc3cccc(F)c3)CC2)Nc2cc(Cl)ccc21,4,1
COc1ccc(CC(=O)Nc2nc3ccc(S(=O)(=O)NC(C)C)cc3s2)cc1OC,-5,-6
COc1ccc(OC)c(-n2cnc3cc(C(=O)NCC(OC)OC)ccc32)c1,-2,11
O=C(NCC(O)c1cccc2ccccc12)C(c1ccccc1)c1ccccc1 (stereo not given),-5,9
O=C(c1cc(F)cc(F)c1)N1CCc2nc(-c3ccccc3)ncc2C1,2,6
CCc1cccc(C)c1NC(=O)COc1ccccc1OC,-1,3
O=C(Cc1cccc(Cl)c1)N1CCN(c2nc(CN3CCOCC3)cs2)CC1,-5,24
O=C1OCCNC1=CC(=O)c1ccccc1,-10,.
Cc1c(NC(=O)Cc2cn(C)c3ccccc23)cccc1[N+](=O)[O-],-12,6
Cc1cc(C2CCCN2C(=O)Nc2ccccc2C(F)(F)F)on1 (stereo not given),-6,-11
COc1ccc(OC)c(Nc2nc(NCc3ccco3)nc(N)c2[N+](=O)[O-])c1,-8,4
CCCNC(=O)c1ccc(CN2C(=O)COc3ccc(C)cc32)cc1,-1,-3
Cc1cc(NC(=O)c2ccccc2Br)ccc1O,-3,0
CN(Cc1ccccc1)S(=O)(=O)c1ccc2nc(-c3ccccc3)[nH]c2c1,-2,6
COc1ccccc1C(=O)N1CCCC1c1c(C)noc1C (stereo not given),-2,-5
Cc1ccccc1CSCC(=O)NCc1ccccc1,-10,-11

# Copied from the list:
# In mHTT-CaM PPI inh, COc1ccc(OC)c(-n2cnc3cc(C(=O)NCC(OC)OC)ccc32)c1 reads 11
# In mHTT-CaM PPI inh, Cc1cc2[nH]c(C(=O)Nc3cccc(Cl)c3C)c(CN3CCOCC3)c2s1 reads 36
# In mHTT-CaM PPI inh, Cc1ccn2cc(C(=O)NCCC3=CCCCC3)nc2c1 reads -9
# In Pf apPOL inh, CCCNC(=O)c1ccc(CN2C(=O)COc3ccc(C)cc32)cc1 reads -1
# In Pf apPOL inh, COc1ccccc1C(=O)N1CCCC1c1c(C)noc1C (stereo not given) reads -2
# In Pf apPOL inh, O=C1NC2(CCN(C(=O)Cc3cccc(F)c3)CC2)Nc2cc(Cl)ccc21 reads 4

# Following part
SMILES,Pf apPOL inh,mHTT-CaM PPI inh
CN1CCC(N(C)Cc2ccc3c(c2)OCO3)CC1,1,-4
CC(=O)N(C)c1ccc(NC(=O)Nc2ccc(Cl)cc2)cc1,-6,1
Cn1c(=O)c(-c2ccccc2N)nc2ccccc21,-3,-3
Cc1ccc(NC(=O)Cn2cc3c(n2)CCC(C)C3)c(Cl)c1 (stereo not given),-2,-19
O=C(NC1CC1)c1ccccc1OCC1CCN(C(=O)c2ccccc2Cl)CC1,3,5
NNC(=O)c1cnn(-c2ccccc2)c1N,-4,.
COc1ccc(NC(=O)C2COc3ccccc3O2)c(OC)c1 (stereo not given),-55,-8
CCCN1C(=O)Cc2cc(C(=O)N3CCN(c4ccc(F)cc4)CC3)ccc21,-5,51*
Cc1ccc(NC(=O)N2CCN(Cc3nc4cccnc4n3-c3cccc(C)c3)CC2)cc1,5,28
O=C(Nc1ccc2c(c1)OCO2)N1CCCn2nc(-c3cccs3)cc2C1,-7,18
Cc1cc(OCC(O)CN2CCOCC2)cc(C)c1Cl (stereo not given),2,-1
Cc1nn(CCCC(=O)NCc2ccc(F)cc2)c(C)c1[N+](=O)[O-],-5,-5
CCn1cc(CN2CCC(C(=O)NCc3cccc(Cl)c3)CC2)c2ccccc21,0,23
Cc1nc(C(=O)C=CN(C)C)cs1,-4,.
Cc1ccc(C)c(N2CCN(C(=O)C3CCC(CNS(=O)(=O)c4cccs4)CC3)CC2)c1 (stereo not given),-2,15
Cc1cc(C)cc(N2CCC(NC(=O)c3ccc(C#N)cc3)C2=O)c1 (stereo not given),-2,-7
COc1ccc(-n2nc(C(=O)Nc3ccc(C)c(F)c3)c3ccccc3c2=O)c(OC)c1,-2,6
C=CCNC(=O)c1ccc2c(c1)N(Cc1c(F)cccc1Cl)C(=O)CS2,-7,0
O=C1c2cccc([N+](=O)[O-])c2C(=O)N1CNc1cccc(Cl)c1Cl,3,-6
O=C(O[C@H]1CC[C@@]23CCCN2C(=O)CCC[C@H]3C1)N1CCCC1,-2,-2

# An excerpt of these results, with bars between the fields:
Molecule | Pf apPOL inh | mHTT-CaM PPI inh
O=C(Cc1cccc(Cl)c1)N1CCN(c2nc(CN3CCOCC3)cs2)CC1 | -5 | 24
Cc1cc(OCC(O)CN2CCOCC2)cc(C)c1Cl (stereo not given) | 2 | -1
CC(=O)N(C)c1ccc(NC(=O)Nc2ccc(Cl)cc2)cc1 | -6 | 1

# A second format for part of the listing above:
compound	Pf apPOL inh	mHTT-CaM PPI inh
O=C(Nc1ccc(Br)cn1)c1ccc(Cl)cc1[N+](=O)[O-]	-2	8
COc1ccc(CCS(=O)(=O)Nc2ccc(CC(=O)NCc3cccs3)cc2)cc1	10	-14
O=C(C1CCN(c2ccncc2)CC1)N1CCN(c2ccccn2)CC1	-1	-2
Cc1ccsc1CN1CCC(C(=O)NCc2ccccc2Cl)CC1	4	0
CCOc1ccc(Cc2nn[nH]n2)cc1	-5	1
C=CCn1c(=O)c(C(=O)Nc2nc3ccccc3s2)c(O)c2ccccc21	2	-3

# The results go on.
SMILES,Pf apPOL inh,mHTT-CaM PPI inh
Cc1cccn2c(=O)c3cc(C#N)c(=N)n(Cc4cccnc4)c3nc12,-5,5
Cc1ccc(C)c(C(=O)N2CCc3c(c(-c4nc(Cc5ccccc5)no4)nn3C)C2)c1,-6,8
CN1C(=O)c2cccnc2Sc2cc(NC(=O)c3ccccc3)ccc21,-2,2
CC(C)CS(=O)(=O)NCC1(O)CCCC1,-3,-20
O=C(c1ccccc1NS(=O)(=O)c1ccc2c(c1)OCCO2)N1CCCC1,0,-3
CC(C)N=C(NS(=O)(=O)c1ccc(Cl)cc1)c1ccccc1,4,-1
